Screens: PubChem, several laboratories
Fh CTSL1 inh = Fasciola hepatica cathepsin L1 inhibitors, primary screen, counter-screen for PFM18AAP inhibitor project, biochemical, QFRET, fluorogenic peptide substrate | recombinant F. hepatica cathepsin L1, Z-Leu-Arg-MCA fluorescence | inhibition, % at 5.96 µM | actives 0.49% (n = 300,000) | AID 1906, 2009;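 active means inhibition above the mean of all tested compounds plus 3 SD, set per screening campaign, cut at about 17% in these data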;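 further: 0% = plate median of test compound wells and 100% = 1 µM Z-Phe-Ala-diazomethylketone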
HCV core dimer = inhibitors of HCV core protein dimerization, primary screen, biochemical, TR-FRET, high-throughput. TR-FRET GST/Flag-core106 dimerization, 1536-well. inhibition, % at 5 µM. actives 0.33% (n = 300,000). AID 1899, 2009;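 active means inhibition above the mean of all tested compounds plus 3 SD, set per screening campaign, cut at about 45% in these data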
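Assay system: GST-tagged and Flag-tagged HCV core protein residues 1-106 / Times: compound-protein-antibody incubation 4 h at 22.5 °C / Signal: time-resolved FRET, ex 340 nm, em 617 and 671 nm / Evaluation: % inhibition based on acceptor/donor emission ratio / Benchmarks: wells lacking GST-core106 and wells with excess unlabelled core106 / Repeats: singlicate, one well per compound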
PP1 inh = PP1-alpha phosphatase inhibitors, primary screen, counter-screen for PP5 inhibitor project, biochemical, fluorescence, OMFP substrate, single point. AID 2235, 2010. actives 0.9% (n = 320,000). Serine/threonine-protein phosphatase PP1-alpha catalytic subunit (Homo sapiens), P62136. purified PP1alpha. inhibition, % at 6.7 µM;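 active means inhibition above the mean inhibition of all tested compounds plus 3 SD, computed separately for each screening campaign, cut at about 15% in these data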
VLA-4 inh = inhibition in human VLA-4 binding assay, primary screen, VLA-4 allosteric modulator project, MLPCN library, flow cytometry, VLA-4 expressing cells | Integrin alpha-4 (Homo sapiens), P13612 | ligand binding flow cytometry | inhibition, % (about 7 µM as worked out from the volumes in the protocol) | actives 0.2% (n = 330,000); in the data active means inhibition above about 50%
PP5 inh = PP5 phosphatase inhibitors, primary screen, biochemical, fluorescence; Serine/threonine-protein phosphatase 5 (Homo sapiens), P53041; purified PP5c, OMFP substrate fluorescence; inhibition, % at 6.7 µM; actives 0.18% (n = 320,000);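 active means inhibition above the campaign's mean inhibition across all tested compounds plus 3 SD, cut at about 9.5% in these data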;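 further: 0% = DMSO only and 100% = 100 µM cantharidin control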
proCasp3 act = activators of human procaspase-3 D3A mutant, primary screen, biochemical, absorbance, PC-3 D3A mutant, single concentration; Caspase-3 (Homo sapiens), P42574; recombinant procaspase-3 D3A, Ac-DEVD-pNA absorbance 405 nm; activation, % at 8.5 µM; actives 0.11% (n = 330,000); AID 463141, 2010;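 active means activation above the mean of all tested compounds plus 3 SD, cut at about 21% in these data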;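 further: 0% = DMSO alone and 100% = DMSO wells spiked with extra 5 µM PC-3 D3A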
Target sequence (P42574 whole entry D9A/D28A/D175A): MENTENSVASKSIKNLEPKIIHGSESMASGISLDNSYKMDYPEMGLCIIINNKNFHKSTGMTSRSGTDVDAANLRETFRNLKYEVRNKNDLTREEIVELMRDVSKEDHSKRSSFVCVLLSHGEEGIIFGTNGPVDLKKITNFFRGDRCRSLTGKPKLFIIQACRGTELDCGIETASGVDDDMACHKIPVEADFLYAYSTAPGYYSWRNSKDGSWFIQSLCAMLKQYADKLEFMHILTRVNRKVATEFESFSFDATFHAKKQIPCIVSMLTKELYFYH
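Test system: Procaspase-3 D3A mutant, all three cleavage aspartates alanine | Dosing: Single dose, 8.5 µM nominal compound, 0.8% DMSO | Schedule: 1 h preincubation, 2 h reaction | Technique: 405 nm absorbance of p-nitroaniline, reads at 0 and 120 min | Repeats: One well per compound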
JMJD2C inh = inhibitors of GASC-1 histone demethylase, primary screen, biochemical, fluorescence, DELFIA europium; inhibition, % at 2.35 µM; actives 0.069% (n = 330,000); Lysine-specific demethylase 4C (Homo sapiens), Q9H3R0; GST-JMJD2C(1-420) H3K9me3 demethylation;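 active means more than half of a compound's replicate wells show inhibition beyond 50%, single wells judged on their own value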;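 further: signal counts dimethyl H3K9 product captured on neutravidin plate; 0% = median of DMSO wells and 100% = 0.3 times that DMSO median; strong numbers were not always called active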
Target sequence (Q9H3R0 1-420 limits assumed): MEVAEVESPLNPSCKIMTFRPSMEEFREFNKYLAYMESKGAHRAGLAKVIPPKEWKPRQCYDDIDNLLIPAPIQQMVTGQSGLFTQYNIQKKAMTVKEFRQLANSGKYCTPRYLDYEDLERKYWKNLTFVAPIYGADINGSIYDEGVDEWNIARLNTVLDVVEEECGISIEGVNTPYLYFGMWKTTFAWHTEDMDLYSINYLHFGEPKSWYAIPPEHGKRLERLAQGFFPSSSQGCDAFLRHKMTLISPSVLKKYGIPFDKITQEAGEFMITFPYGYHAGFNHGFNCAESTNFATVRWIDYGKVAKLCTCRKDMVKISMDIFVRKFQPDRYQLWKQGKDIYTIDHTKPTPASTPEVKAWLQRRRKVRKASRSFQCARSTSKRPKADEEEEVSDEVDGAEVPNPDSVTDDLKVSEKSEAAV
GRK2 inh = compounds blocking aptamer binding on GRK2 – biochemical, human GRK2, bead flow cytometry, HTS, primary screen; AID 488847, 2010; FAM-aptamer displacement from GRK2; Beta-adrenergic receptor kinase 1 (Homo sapiens), P25098; inhibition of aptamer binding, % at 10 µM; actives 0.59% (n = 330,000);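 active means inhibition of aptamer binding above 40%, roughly 3 SD of noise, on plates passing a quality check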;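 further: median bead fluorescence of bound FAM aptamer so fluorescent compounds give negative values; no value below 0 was filed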
proCasp7 act = procaspase-7 activators, primary screen, counter-screen for procaspase-3 activator project, biochemical, absorbance, HTS, human | AID 463210, 2010 | activation, % at 8.5 µM | actives 0.093% (n = 330,000) | recombinant procaspase-7, Ac-DEVD-pNA absorbance 405 nm; D23A/D198A/D206A triple mutant, cannot self-cleave; scale: DMSO 0, 5 µM enzyme 100 | Caspase-7 (Homo sapiens), P55210;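 active means percent activation above the screen-wide mean plus 3 SD, cut at about 25% in these data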
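System: Uncleavable procaspase-7 mutant enzyme; Amount: 2 µM procaspase-7 mutant as dispensed; Schedule: 1 h compound preincubation, 2 h substrate cleavage, 25 °C; Measured by: 405 nm absorbance of p-nitroaniline; Evaluation: percent activation from buffer-corrected 0–120 min absorbance change; Control set: low DMSO alone, high DMSO plus 5 µM PC-7.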
Starred values were filed as active, the others as inactive; . = not tested or not shown. Compounds were not picked by outcome. About 2.6% of those tested had a hit in this group.

item	structure	Fh CTSL1 inh	HCV core dimer	PP1 inh	VLA-4 inh	PP5 inh	proCasp3 act	JMJD2C inh	GRK2 inh	proCasp7 act
1	COc1cccc(OCCCCCN2CCOCC2)c1	-1	-1	-5	-1	-1.2	2	-4	0	-6
2	CCc1cn([C@H]2C[C@H](O)[C@@H](CO)O2)c(=O)[nH]c1=O	-4	0	2	31	2.8	10	-6	0	-3
3	CCn1cc(C(=O)N[C@H](C(=O)NCCCO)C(C)C)c(=O)c2cc3c(cc21)OCO3	-1	-5	-1	1	2.8	8	-25	0	-1
4	CCCCOc1ccc(NC2=NC3(CCCCC3)N=C(N)N2)cc1	-5	-2	-2	7	0.9	-2	13	0	5
5	N/C(=N\OC(=O)CSc1ccccc1)c1ccccn1	-50	6	-8	1	2.2	4	-10	1	4
6	CCOC(=O)C1CCN(C(=O)CCc2c(C)nc3cc(-c4ccccc4)nn3c2C)CC1	-6	5	-3	-3	3.1	-6	-2	11	-5
7	Cc1ccc(N2CC(C(N)=O)CC2=O)cc1C (centres undefined)	-1	-4	-3	15	2.4	10	-1	0	-8
8	O=C(Cn1ncc2c([nH]c3ccccc32)c1=O)N1CCN(c2ccccn2)CC1	1	-7	-3	10	-1.2	7	-2	1	0
9	CC[C@@]12C(=O)N(c3cccc(F)c3)C(=O)N1[C@H](c1ccc(OC)cc1)[C@@H]1C(=O)N(C(C)(C)C)C(=O)[C@@H]12	-4	-4	-3	15	4.9	-3	1	0	-2
10	COc1ccc(OCC(=O)N2CCN(C(=O)c3ccc([N+](=O)[O-])cc3)CC2)cc1	-4	4	2	-5	-0.1	4	11	0	-3
11	CCOc1ccc2nc(C)cc(Nc3ccc(N4CCOCC4)cc3)c2c1	0	-11	0	8	3.4	6	4	0	-3
12	O=C(Nc1nccs1)c1ccc(-c2cccc([N+](=O)[O-])c2)o1	1	7	0	19	1.3	-1	-20	0	5
13	Cn1c(SCC(=O)Nc2ccc(C(=O)O)cc2)nc2scc(-c3ccccc3Cl)c2c1=O	.	.	.	2	.	1	1	1	7
14	COc1ccc(C(=O)NC2CCN(CC(=O)N3CCCCC3)CC2)cc1	-3	-3	-2	3	-1.4	4	-6	0	-1
15	CCCOc1ccc(Cc2c(O)nc(N)[nH]c2=O)cc1C	-4	-5	-2	-14	1.1	6	-2	1	5
16	CC(=O)NCCC(=O)N1CCCC(N(C)CCc2ccccc2)C1 (centres undefined)	-1	12	-4	11	-2.3	-1	-4	0	-3
17	O=C(Cn1c(=S)[nH]c2ccccc2c1=O)NCCc1ccccc1	2	1	6	-8	5.0	-1	0	0	10
18	O=C(Nc1nccs1)c1ccc(Br)c(S(=O)(=O)N2CCCC2)c1	2	-5	-1	-2	0.6	4	9	1	1
19	COc1ccc(CC(=O)NCc2n[nH]c(=S)n2-c2ccc(F)cc2)cc1	-2	-4	-1	-1	-0.7	0	-2	2	-5
20	Cc1nn(-c2ccccc2)c(C)c1C(=O)NCc1ccc(F)cc1	0	0	-1	-5	-0.3	4	0	0	4
21	CC(=N\NC(=O)c1cc(Br)ccc1O)/C(=N/O)C(=O)Nc1ccccc1	1	-8	0	0	0.7	11	3	3	-2
22	COc1c(Br)cc2c(C)c(C(=O)N3CCOCC3)oc2c1Br	3	4	4	12	0.9	2	10	0	4
23	CCOC(=O)CNc1nc(OCC#N)nc(N2CCOCC2)n1	4	-5	0	4	-0.2	3	-2	3	2
24	CCCC(C)NC(=O)c1cc(Cl)ccc1OC (centres undefined)	-2	3	1	6	3.0	-3	2	1	4
25	Cc1cc(O)c(C=O)c2c1C(=O)Oc1c(CO)c(O)c3c(c1O2)C(O)OC3=O (centres undefined)	2	13	36*	5	1.8	-11	.	72*	-10
26	CCCNC(=O)c1ccccc1NC(=O)c1cccc(-n2cnnn2)c1	.	.	1	0	0.8	1	0	0	1
27	OCCN(CCO)CC(O)CN(c1ccccc1)c1ccccc1 (centres undefined)	-4	1	-2	4	-1.1	-8	-9	0	14
28	CCOc1ccc(NC(=O)c2oc3ccccc3c2NC(=O)CC)cc1	-1	-1	-2	-16	2.1	-1	-9	2	-6
29	O=C(NCc1cccnc1)C12CC3CC(CC(Cl)(C3)C1)C2	5	-26	2	-15	-4.0	-1	-2	0	-11
30	O=C(NN=C1C2CC3CC1CC(Cl)(C3)C2)c1cccs1	-4	7	-2	14	0.8	5	-6	2	-2
31	Cc1ccc(NC(=O)c2c(C(F)(F)F)nn(C)c2SCc2cccc(C(F)(F)F)c2)cc1C	2	-4	-5	14	7.8	2	3	1	-10
32	COC(=O)c1cn(-c2ccccc2)nc1-c1cccnc1	-1	2	1	5	0.5	4	12	0	-4
33	CC(C)(C)OC(=O)N[C@@H](CCCCNC(=O)OCc1ccccc1)c1nnc([C@H](CCCCNC(=O)OCc2ccccc2)NC(=O)OC(C)(C)C)o1	6	4	23*	3	4.5	4	16	2	-5
34	CCc1c(C)sc(NC(=O)OC)c1C(=O)N1CCOCC1	2	-1	2	5	2.1	4	5	2	-2
35	CCN(CC)P(=O)(Nc1ccc([N+](=O)[O-])cc1)c1c(C)nn(CCC#N)c1NC(=O)c1ccc(Cl)cc1 (centres undefined)	6	-8	1	-5	0.6	-10	-13	1	-28
36	O=C(NC1CCc2ccccc21)c1cc(COc2cncc(Cl)c2)on1 (centres undefined)	-3	2	0	-2	2.5	0	60*	23	9
37	Cc1ccccc1NC(=O)Cn1cnc2c(oc3nc4c(cc32)COC(C)(C)C4)c1=O	-1	-4	1	4	3.0	6	2	0	-1
38	CCC1(c2ccc(Cl)cc2)NC(=O)N(CC(=O)NC2(C#N)CCCCC2)C1=O (centres undefined)	.	.	.	14	.	6	-2	4	-2
39	Clc1ccccc1CO/N=C1\CCCc2nonc21	7	-2	-1	13	3.3	4	5	1	-11
40	Cc1cc(Nc2nnnn2-c2ccccc2)n(-c2ccccc2)n1	0	-5	-1	-12	1.5	3	1	0	7
41	CN(CC(=O)N1CCc2ccccc2C1)c1ccccc1	0	6	-1	-1	1.9	1	2	0	7
42	COC(=O)N/N=C(\C)c1ccc(OC(F)F)cc1	-4	2	-6	13	-0.8	3	0	4	7
43	Cn1c(C(=O)NCCCN2CCN(c3ccccc3F)CC2)cc2c(=O)[nH]c3ccccc3c21	-4	2	8	8	2.5	-2	-3	34	7
44	COc1cc(OC)cc(C(=O)NCC(=O)OCC(=O)Nc2ncc(Cl)cc2Cl)c1	-20	9	-5	10	-1.2	-9	-19	0	0
45	CCOC(=O)N1CCN(C(=O)C2CCN(S(=O)(=O)c3ccc(NC(C)=O)cc3)CC2)CC1	-1	-1	-2	-5	1.6	1	11	0	3
46	CC(=O)Nc1cccc(OCc2ccc(S(=O)(=O)Cc3ccccc3)cc2)c1	6	-2	1	4	-2.7	0	-1	0	-1

As entered above.
#34 @ VLA-4 inh = 5
#35 @ Fh CTSL1 inh = 6

Some of the entries so far, in transposed form.
(1) COc1cccc(OCCCCCN2CCOCC2)c1
(2) CCc1cn([C@H]2C[C@H](O)[C@@H](CO)O2)c(=O)[nH]c1=O
(3) CCn1cc(C(=O)N[C@H](C(=O)NCCCO)C(C)C)c(=O)c2cc3c(cc21)OCO3
(4) CCCCOc1ccc(NC2=NC3(CCCCC3)N=C(N)N2)cc1
(5) N/C(=N\OC(=O)CSc1ccccc1)c1ccccn1
(6) CCOC(=O)C1CCN(C(=O)CCc2c(C)nc3cc(-c4ccccc4)nn3c2C)CC1
(7) Cc1ccc(N2CC(C(N)=O)CC2=O)cc1C (centres undefined)
(8) O=C(Cn1ncc2c([nH]c3ccccc32)c1=O)N1CCN(c2ccccn2)CC1
compound no. | 1 | 2 | 3 | 4 | 5 | 6 | 7 | 8
Fh CTSL1 inh | -1 | -4 | -1 | -5 | -50 | -6 | -1 | 1
HCV core dimer | -1 | 0 | -5 | -2 | 6 | 5 | -4 | -7
PP1 inh | -5 | 2 | -1 | -2 | -8 | -3 | -3 | -3
VLA-4 inh | -1 | 31 | 1 | 7 | 1 | -3 | 15 | 10
PP5 inh | -1.2 | 2.8 | 2.8 | 0.9 | 2.2 | 3.1 | 2.4 | -1.2
proCasp3 act | 2 | 10 | 8 | -2 | 4 | -6 | 10 | 7
JMJD2C inh | -4 | -6 | -25 | 13 | -10 | -2 | -1 | -2
GRK2 inh | 0 | 0 | 0 | 0 | 1 | 11 | 0 | 1
proCasp7 act | -6 | -3 | -1 | 5 | 4 | -5 | -8 | 0
